Source: PubChem (several laboratories)
RPL19A-GFP yeast: modulators of TOR pathway RPL19A-GFP in S. cerevisiae; S. cerevisiae RPL19A-GFP strain, flow cytometry, 3 h; stronger effect = lower value; 0.3% of 330,000 active; percent response vs DMSO, % at 10 µM; AID 2025;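 active = percent response vs DMSO below 50%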;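 also: median channel GFP fluorescence of the barcoded RPL19A-GFP strain; ratio of sample median GFP to plate DMSO average so 100% = DMSO; lower means less RPL19A-GFP as with rapamycin TOR inhibition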
AHR activator: activates the human aryl hydrocarbon receptor. 2.5% of 320,000 active. activation, % at 5 µM. P35869. AID 2796. AHR-responsive luciferase reporter cells, luminescence; in the data active = activation above about 47%;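 also: 0% = vehicle wells and 100% = reference agonist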
AGP1-GFP MLPCN: alters AGP1-GFP fluorescence in TOR pathway yeast screen; 0.02% of 320,000 active; GFP response vs DMSO, % at 10 µM; S. cerevisiae AGP1-GFP multiplex flow cytometry, 3 h; GFP as percent of DMSO wells;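 active = GFP response relative to DMSO above a set limit, near screen average plus 3 SD, cut at about 150% in these data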;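 also: median GFP channel fluorescence of the gated AGP1 strain per well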
procasp7 counter: counter-screen: procaspase-7 (human) activation; P55210; recombinant procaspase-7, Ac-DEVD-pNA absorbance 405 nm; D23A/D198A/D206A triple mutant, cannot self-cleave; scale: DMSO 0, 5 µM enzyme 100; activation, % at 8.5 µM; 0.093% of 330,000 active; AID 463210;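 active = percent activation above the screen-wide mean plus 3 SD, cut at about 25% in these data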
Target sequence (P55210 whole entry D23A/D198A/D206A): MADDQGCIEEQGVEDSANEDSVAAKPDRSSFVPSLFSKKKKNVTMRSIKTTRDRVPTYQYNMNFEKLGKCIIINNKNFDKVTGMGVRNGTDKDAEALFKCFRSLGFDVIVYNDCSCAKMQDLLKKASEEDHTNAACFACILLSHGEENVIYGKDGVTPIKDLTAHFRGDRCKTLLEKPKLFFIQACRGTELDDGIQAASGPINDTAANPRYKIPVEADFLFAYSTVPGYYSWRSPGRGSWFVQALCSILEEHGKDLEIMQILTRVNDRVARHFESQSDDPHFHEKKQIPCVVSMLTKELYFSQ
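Detection: p-Nitroaniline absorbance at 405 nm, read at 0 and 120 min; system: Uncleavable procaspase-7 mutant enzyme; evaluation: % activation from two-timepoint absorbance difference, scaled to controls; times: 1 h enzyme–compound preincubation and 2 h substrate reaction, both 25 °C; buffer or medium: Zinc-free HEPES pH 7.4 with 300 mM NaCl, 0.01% Triton X-100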
MEP2-GFP yeast: yeast TOR pathway MEP2-GFP modulation | AID 2016 | S. cerevisiae MEP2-GFP strain, flow cytometry GFP, 3 h; 100% = DMSO control level | 0.51% of 330,000 active | GFP response vs DMSO, % at 10 µM;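 active = GFP response versus DMSO above a set limit, roughly screen mean plus 3 SD, cut at about 180% in these data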;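 also: median GFP fluorescence of the barcode-gated MEP2-GFP cells per well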
CIT2 TOR yeast: alters CIT2-GFP fluorescence in TOR pathway yeast screen | GFP response vs DMSO, % at 10 µM | S. cerevisiae CIT2-GFP strain, flow cytometry, 3 h; 100 means same as DMSO wells | 0.065% of 320,000 active;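 active = GFP response relative to DMSO above a set limit, near the screen mean plus 3 SD, cut at about 150% in these data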;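 also: ratio of well median GFP fluorescence to mean of DMSO wells on the plate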
proCasp3 act: procaspase-3 (human) activation; AID 463141; 0.11% of 330,000 active; activation, % at 8.5 µM; recombinant procaspase-3 D3A, Ac-DEVD-pNA absorbance 405 nm;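 active = activation above the mean of all tested compounds plus 3 SD, cut at about 21% in these data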;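 also: 0% = DMSO alone and 100% = DMSO wells spiked with extra 5 µM PC-3 D3A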
Target sequence (P42574 whole entry D9A/D28A/D175A): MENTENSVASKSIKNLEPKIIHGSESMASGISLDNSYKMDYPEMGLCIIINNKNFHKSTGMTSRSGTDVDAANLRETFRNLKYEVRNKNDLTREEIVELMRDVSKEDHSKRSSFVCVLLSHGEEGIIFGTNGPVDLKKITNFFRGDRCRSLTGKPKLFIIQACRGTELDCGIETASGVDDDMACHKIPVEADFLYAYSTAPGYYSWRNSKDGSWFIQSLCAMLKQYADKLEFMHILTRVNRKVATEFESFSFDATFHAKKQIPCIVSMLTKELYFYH
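material = Procaspase-3 D3A mutant | probe or stimulus = Ac-DEVD-pNA | compound = single dose, 8.5 µM nominal compound, 0.8% DMSO | timing = 1 h preincubation, 2 h reaction | measured by = 405 nm absorbance of p-nitroaniline, reads at 0 and 120 min | benchmarks = DMSO-only low control, 5 µM PC-3 D3A high control | repeats = singlicate, each compound tested once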
LAP4 TOR yeast: yeast TOR pathway LAP4-GFP modulation. 0.34% of 320,000 active. S. cerevisiae LAP4-GFP multiplex, flow cytometry GFP, 3 h; median GFP as percent of DMSO wells. GFP response vs DMSO, % at 10 µM;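 active = GFP response vs DMSO above a set limit, about the screen mean plus 3 SD, cut at about 150% in these data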
* marks the source's active call; other numbers are inactive results; . = no result given. No enrichment for hits; any-hit rate near 3.5%.

The first 2 compounds, ahead of the listing:
Abbreviations – A = RPL19A-GFP yeast; B = AHR activator; C = AGP1-GFP MLPCN; D = procasp7 counter; E = MEP2-GFP yeast; F = CIT2 TOR yeast; G = proCasp3 act; H = LAP4 TOR yeast
#1 CCCOc1ccc(C2C(=O)N(C3CCCCC3)CC(=O)N2C2CC2)cc1OC (configuration not stated)
  A: 102; B: 2; C: 106; D: -6; E: 105; F: 106; G: 4; H: 107
#2 Cc1cc(S(=O)(=O)N2CCOCC2)ccc1OCC(=O)Nc1ccc(F)cc1F
  A: 106; B: 1; C: 104; D: 3; E: 109; F: 114; G: -2; H: 102

This part in full, from the first entry:
Abbreviations – A = RPL19A-GFP yeast; B = AHR activator; C = AGP1-GFP MLPCN; D = procasp7 counter; E = MEP2-GFP yeast; F = CIT2 TOR yeast; G = proCasp3 act; H = LAP4 TOR yeast
#1 CCCOc1ccc(C2C(=O)N(C3CCCCC3)CC(=O)N2C2CC2)cc1OC (configuration not stated)
  A: 102; B: 2; C: 106; D: -6; E: 105; F: 106; G: 4; H: 107
#2 Cc1cc(S(=O)(=O)N2CCOCC2)ccc1OCC(=O)Nc1ccc(F)cc1F
  A: 106; B: 1; C: 104; D: 3; E: 109; F: 114; G: -2; H: 102
#3 COc1ccccc1N1CCN(c2nc3c(C)cccn3c(=O)c2C=O)CC1
  A: 97; B: 8; C: 100; D: 0; E: 106; F: 98; G: 2; H: 114
#4 Cc1cccc(C(=O)Nc2ccnc(-c3ccncc3)n2)c1
  A: 90; B: 99*; C: 74; D: -7; E: 92; F: 85; G: 6; H: 92
#5 CC(c1nnc(SCC(=O)Nc2sccc2C#N)n1-c1ccc(Cl)cc1)N(C)C (configuration not stated)
  A: 96; B: 0; C: 101; D: -3; E: 109; F: 98; G: -4; H: 105
#6 CC(=C\C(=O)O)/C(=C/c1ccc(C)o1)C(=O)O
  A: 100; B: 1; C: 102; D: -1; E: 87; F: 98; G: -2; H: 88
#7 CC(C)(C)NC(=O)C(c1ccccn1)N(C(=O)C1CSC(=O)C1)c1ccccc1F (configuration not stated)
  A: 106; B: -2; C: 91; D: 8; E: 107; F: 105; G: 4; H: 105
#8 O=C(COC(=O)c1cc(Cl)ccc1O)NNC(=O)c1ccc([N+](=O)[O-])cc1
  A: 103; B: 0; C: 105; D: 8; E: 103; F: 101; G: -4; H: 102
#9 CCCN(CCC)C(=O)Nc1cc(Cl)ccc1OC
  A: 109; B: 13; C: 96; D: 9; E: 103; F: 105; G: 0; H: 99
#10 CC(=O)c1cccc(CN2CCN(C3CCCC3)C(CCO)C2)c1 (configuration not stated)
  A: 95; B: 0; C: 100; D: 5; E: 109; F: 91; G: -7; H: 110
#11 CCc1ccc2c(c1)C1(SC(NC(C)=O)=NN1C(C)=O)C(=O)N2C(C)C (configuration not stated)
  A: 98; B: 0; C: 106; D: 8; E: 103; F: 103; G: -2; H: 97
#12 COc1ccc(C(=O)Nc2ccnc(-c3cccnc3)n2)cc1
  A: 90; B: 22; C: 88; D: 11; E: 76; F: 83; G: 2; H: 89
#13 Cc1cc(C)c(NC(=O)COc2cccnc2[N+](=O)[O-])c(C)c1
  A: 92; B: 2; C: 88; D: 17; E: 95; F: 94; G: 5; H: 93
#14 O=C(NC1CCSC1)c1cccc(Cl)c1 (configuration not stated)
  A: 99; B: -2; C: 109; D: -2; E: 103; F: 103; G: -2; H: 113
#15 C=CCNC(=O)C1(c2ccccc2)CC1(Cl)Cl (configuration not stated)
  A: 99; B: 2; C: 98; D: 3; E: 101; F: 101; G: -8; H: 94
#16 O=C(NNC1CC(=O)N(c2ccc(Br)cc2)C1=O)c1cccnc1 (configuration not stated)
  A: 103; B: 9; C: 102; D: 1; E: 98; F: 101; G: 4; H: 95
#17 O=C(NC1CCS(=O)(=O)C1)c1cccnc1 (configuration not stated)
  A: 96; B: 2; C: 102; D: -3; E: 98; F: 93; G: -2; H: 100
#18 COCCCNC(CC(=O)Nc1ccc(OC)cc1OC)C(=O)O (configuration not stated)
  A: 97; B: -1; C: .; D: 1; E: 106; F: 102; G: -2; H: 109
#19 COc1ccc(NC(=O)C2=C(C)NC(=O)NC2c2cccc(OC)c2OC)c(OC)c1 (configuration not stated)
  A: 104; B: 16; C: 99; D: -11; E: 103; F: 95; G: 3; H: 95
#20 O=C(O)CCCNC(=O)CCCn1nnc2ccccc2c1=O
  A: 99; B: 0; C: 110; D: 7; E: 104; F: 98; G: 8; H: 96
#21 O=C(O)C1CC=CCC1C(=O)NNc1ccccc1 (configuration not stated)
  A: 95; B: 1; C: 92; D: -2; E: 93; F: 98; G: 3; H: 97
#22 COCCCNC(=O)Cn1nnc(-c2ccccc2NC(=O)c2ccccc2F)n1
  A: 93; B: 0; C: 95; D: -3; E: 94; F: 92; G: 2; H: 91
#23 COc1ccc(Br)cc1CN1CCC(N2CCCC2)CC1
  A: 108; B: -1; C: 106; D: -4; E: 109; F: 106; G: 1; H: 94
#24 C=CCN(c1ccc(C(=O)N2CCN(c3ccc(F)cc3)CC2)cc1)S(C)(=O)=O
  A: 103; B: 0; C: 110; D: 0; E: 95; F: 107; G: -9; H: 99
#25 Cc1ccc(S(=O)(=O)N2C3C=CC(C3)C2C(=O)O)cc1 (configuration not stated)
  A: 102; B: -1; C: 106; D: 0; E: 103; F: 106; G: 7; H: 105
#26 O=C(NCCS(=O)(=O)N1CCN(c2ccccc2F)CC1)c1cccs1
  A: 96; B: -4; C: 111; D: 1; E: 101; F: 102; G: -15; H: 95
#27 Cc1cc(C(=O)NC2CC(C)(C)Cc3c2cnn3-c2ccccc2C)c(C)o1 (configuration not stated)
  A: 100; B: 3; C: 98; D: -26; E: 97; F: 95; G: -3; H: 100
#28 CCOC(=O)C1=C(C)NC(SCC(=O)O)=C(C#N)C1c1ccco1 (configuration not stated)
  A: 99; B: -1; C: 100; D: -2; E: 102; F: 102; G: -4; H: 101
#29 CC(C)N1CCc2c(sc(NC(=O)c3ccc(C(=O)c4ccccc4)cc3)c2C(N)=O)C1
  A: 109; B: 3; C: 93; D: 0; E: 103; F: 100; G: -7; H: 86
#30 COC(OC)C(C)NC(=O)NC(=O)c1ccccc1Cl (configuration not stated)
  A: 94; B: -1; C: 106; D: 6; E: 104; F: 95; G: -2; H: 122
#31 Cc1nc2sc(C(=O)c3ccccc3)c(N)c2c2c1CCCC2
  A: 93; B: 85*; C: 89; D: -20; E: 94; F: 80; G: -19; H: 116
#32 O=C(Nc1ccc2c(c1)OCO2)C1CCN(S(=O)(=O)c2ccc3c(c2)OCCO3)CC1
  A: 100; B: 7; C: 108; D: -2; E: 98; F: 105; G: -2; H: 98
#33 CC1(C)SC2c3ccccc3C(=O)N2[C@@H]1C(=O)NC1CC1 (some centres not stated)
  A: 104; B: 0; C: 112; D: 7; E: 111; F: 113; G: 1; H: 109
#34 Cc1ccc(SCC(=O)NCCCc2ccccc2)cc1
  A: 125; B: 2; C: 126; D: 3; E: 108; F: 112; G: -5; H: 118
#35 COC(=O)CN1C(=O)S/C(=C/c2ccc(N3CCCCC3)o2)C1=O
  A: 103; B: -2; C: 109; D: -17; E: 129; F: 120; G: -11; H: 111
#36 O=C(CN1CCN(c2ccccc2)CC1)N1N=CCC1c1ccccc1 (configuration not stated)
  A: 94; B: 0; C: 97; D: 0; E: 98; F: 99; G: -1; H: 96
#37 COc1cc(C(=O)OCc2cccc(OC)c2OC)ccc1OCC(=O)N1CCOCC1
  A: 93; B: 0; C: 95; D: -2; E: 96; F: 96; G: 4; H: 93
#38 Cc1nnc2sc(-c3ccc(NC(=O)CSc4ccc(Cl)cc4)cc3)nn12
  A: 97; B: 2; C: 101; D: 2; E: 96; F: 100; G: -1; H: 92
#39 O=C(NCC1CCCCC1)c1cccnc1Cl
  A: 105; B: 0; C: 105; D: -4; E: 99; F: 107; G: -9; H: 102
#40 CN(C)CCCN(C(=O)c1ccc(S(=O)(=O)N2CCc3ccccc3C2)cc1)c1nc2ccc(F)cc2s1
  A: 89; B: 0; C: 100; D: 1; E: 83; F: 102; G: -1; H: 97
#41 CC12CCC(C(=O)Nc3cc(Cl)ccc3Cl)(C(Br)C1=O)C2(C)C (configuration not stated)
  A: 100; B: 7; C: 105; D: 3; E: 99; F: 105; G: 2; H: 99
#42 O=C(O)c1ccc(-n2c(=O)c3ccccc3c3ccccc3c2=O)cc1
  A: 91; B: 1; C: 94; D: -5; E: 98; F: .; G: 6; H: 96
#43 C=CCn1c(Cc2cccs2)nnc1SCC(=O)Nc1ccc(OC)c(OC)c1
  A: 94; B: 5; C: 100; D: -1; E: 89; F: 95; G: 9; H: 92
#44 COc1ccc(N2CCN(c3ccc(S(=O)(=O)N(C(C)C)C(C)C)cn3)CC2)cc1
  A: 94; B: -2; C: 92; D: 0; E: 98; F: 97; G: 5; H: 87
#45 COC(=O)/C=C1/SC(=Nc2ccc(Cl)c(Cl)c2)NC1=O
  A: 101; B: 3; C: 103; D: 5; E: 105; F: 106; G: -2; H: 97
#46 O=C(CN1C(=O)C2CC=C(Cl)CC2C1=O)N1CCOCC1 (configuration not stated)
  A: 96; B: 3; C: 93; D: 1; E: 101; F: 94; G: 1; H: 95
#47 CCc1cc2c(SCC(=O)NCC3CCCO3)ncnc2s1 (configuration not stated)
  A: 100; B: 3; C: 99; D: 13; E: 98; F: 100; G: 8; H: 101
#48 CCc1cccc(CC)c1NC(=O)C1SC(=Nc2ccccc2C)C(c2nc3ccccc3s2)=C1N (configuration not stated)
  A: 100; B: 54*; C: 97; D: 3; E: 106; F: 95; G: 1; H: 93
#49 O=C(Cc1ccccc1)N/N=C/C=C/c1cccc([N+](=O)[O-])c1
  A: 100; B: 0; C: 102; D: -9; E: 106; F: 114; G: -2; H: 100
#50 COc1ccccc1OCCSc1nnc(CNC(=O)c2ccco2)n1C
  A: 101; B: -2; C: 100; D: -9; E: 113; F: 101; G: -1; H: 95
#51 Cc1cc(NC(=O)CSc2nnc(C(C)N(C)C)n2Cc2ccccc2)no1 (configuration not stated)
  A: 99; B: 5; C: 102; D: -2; E: 99; F: 90; G: 2; H: 98

Full records, quoted from the list. Values in the order: RPL19A-GFP yeast, AHR activator, AGP1-GFP MLPCN, procasp7 counter, MEP2-GFP yeast, CIT2 TOR yeast, proCasp3 act, LAP4 TOR yeast
O=C(NC1CCSC1)c1cccc(Cl)c1 (configuration not stated) is listed as 99, -2, 109, -2, 103, 103, -2, 113
Cc1nnc2sc(-c3ccc(NC(=O)CSc4ccc(Cl)cc4)cc3)nn12 is listed as 97, 2, 101, 2, 96, 100, -1, 92
